# Source: PubChem
# mcGAS RapidFire: inhibitors of mouse cGAS; inhibition, % at 12.5 µM; Q8C6L5; AID 1259397; recombinant mouse cGAS, cGAMP by RapidFire MS; 130,000 tested, 0.18% active;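 active = inhibition of cGAS enzyme activity at or above 60%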;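 also: enzyme stimulated by 45 bp dsDNA with ATP and GTP substrates; cGAMP share of summed cGAMP plus half ATP and half GTP signals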
# Target sequence (Q8C6L5 whole entry, looked up): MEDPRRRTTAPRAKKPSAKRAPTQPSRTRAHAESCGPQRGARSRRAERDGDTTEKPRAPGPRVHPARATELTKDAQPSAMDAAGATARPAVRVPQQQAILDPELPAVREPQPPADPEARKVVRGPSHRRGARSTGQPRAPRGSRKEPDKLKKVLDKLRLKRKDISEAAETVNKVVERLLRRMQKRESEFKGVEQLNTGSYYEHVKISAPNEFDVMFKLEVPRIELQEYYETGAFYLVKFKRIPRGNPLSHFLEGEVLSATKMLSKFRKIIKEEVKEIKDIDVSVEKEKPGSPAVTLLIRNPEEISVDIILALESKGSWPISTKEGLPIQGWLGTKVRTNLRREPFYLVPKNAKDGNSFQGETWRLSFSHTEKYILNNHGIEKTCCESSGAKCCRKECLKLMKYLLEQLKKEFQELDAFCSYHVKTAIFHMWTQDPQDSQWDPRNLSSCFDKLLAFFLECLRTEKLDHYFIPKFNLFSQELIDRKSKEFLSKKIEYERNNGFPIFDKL
# Active calls of the source: *. An excerpt; count on the stated rates, not on these rows.
SMILES,mcGAS RapidFire
O=C(Nc1nc2ccccc2s1)[C@@H]1Cc2ccccc2CN1,-6
Cc1csc2c(SCC(=O)N3CCN(C)CC3)ncnc12,-3
COc1ccc(OC)c(C2c3cc4c(cc3OC(=N)C2C#N)OCO4)c1 (centres undefined),-34
CCC(CNC(=O)N1CCN(CC2CCOC2)CC1)c1ccccc1 (centres undefined),-5
CC(C)n1cc(C#N)c(NS(=O)(=O)c2cccs2)n1,-2
O=C(OCc1cc(-c2ccc(F)cc2F)on1)c1ccccc1,1
COc1ccc(-c2cccc3c2COCC(=O)N3C)cc1OC,-17
COCCCNc1nc2ccccn2c1C#N,-6
O=C1C(=Nn2cnc3c(cnn3-c3ccccc3)c2=O)c2ccccc2N1CO,14
Cc1ccc(-n2ccnc(NCc3ccc4c(c3)OCO4)c2=O)cc1F,-3
O=C(NNC(=O)c1cccn(Cc2cccc(F)c2)c1=O)Nc1ccc(Cl)cc1,-3
O=C(CCc1ccccc1OC(F)(F)F)N1CCCSCC1,-7
CN(CC1Cc2ccccc2O1)C(=O)c1cccc(C#CC(C)(C)O)c1 (centres undefined),-16
Cc1nn(-c2ccccc2)c(C)c1NC(=O)NC1CCCN(C2CCCCCC2)C1 (centres undefined),-10
Nc1cc(=O)[nH]c(SCc2cc(=O)n3cc(Br)ccc3n2)n1,0
Cc1n[nH]c(C)c1CCC(=O)N1CCCC2(C1)C(=O)Nc1ccccc12 (centres undefined),-44
CCCc1cc(C(=O)N(CCOC)CC2CCN(Cc3ccccc3F)CC2)no1,-8
O=c1c2ccccc2nnn1CN1CCN(S(=O)(=O)c2ccc3c(c2)CCC3)CC1,1
NC(=O)COc1ccc(NC(=O)c2cc(F)c(Cl)cc2Cl)cc1,2
Cc1ccccc1C(C)NC(=O)C(C)n1cncn1 (centres undefined),-3
Cc1cccc2c1N(C(=O)C1(C)CCCO1)CCC2 (centres undefined),-9
CCN(CC)CCN1CCN(c2cnc(C)cn2)CC1,-6
Cc1c(C(=O)NCc2ccc(Cl)c(Cl)c2)sc(=O)n1Cc1ccc(C(=O)N(C)C)cc1,-6
Cc1cc(C)n(-c2cccc(CN3CCC4(CCCO4)CCC3=O)c2)n1 (centres undefined),-6
CCc1nc(-c2cccc(N)c2)n[nH]1,-2
CC1(C)C2CCC1(CS(=O)(=O)N1CCN=C1Cc1cccc3ccccc13)C(=O)C2 (centres undefined),-3
Cc1cc(C(=O)CSc2nnnn2C2CC2)c(C)n1Cc1cccs1,-10
C(=NNc1ncnc2c1oc1ccccc12)c1c[nH]c2ccccc12,-6
Cc1cccc(C)c1NS(=O)(=O)c1ccc2c(c1)OCCCO2,-14
CN1CCC2(CC1)CN(C(=O)c1cccc(-n3cccn3)c1)CCN2C,-8
Cc1ccc(C(C)NC(=O)c2cc3c(Cl)c(Cl)ccc3[nH]2)o1 (centres undefined),0
COc1ccc(NC(=O)C2(C)CCN2Cc2cccc(OC)c2OC)cc1OC (centres undefined),-11
N[C@@H](C(=O)O)c1ccc(O)c(C(=O)O)c1,-6
CCN(CC(=O)Nc1ccc(OC)cc1)C(=O)NC(C)c1ccc(Cl)c(Cl)c1 (centres undefined),2
Cc1ccccc1CCN1CCCC(CN(C)C(=O)c2cc(C3CC3)[nH]n2)C1 (centres undefined),-5
O=C(Nc1ccc2c(c1)CN(Cc1cnc(-c3ccccc3)s1)CC2)C1CCCO1 (centres undefined),0
c1nc(C2CCCNC2)cc(N2CC3C[C@@H]4CC2C[C@H](C3)C4)n1 (some centres undefined),-12
Cc1cc(NC(=O)CSc2nc3c(c(=O)n2-c2ccccc2)SCC3)no1,-6
CC(=O)N1CCCc2cc(-c3ccccc3CO)ccc21,1
CC1CN(Cc2ccccc2)c2nc3c(c(=O)n(CCN4CCOCC4)c(=O)n3C)n2C1 (centres undefined),-7
Cc1ccc(-n2ncc3c(=O)n(NC(=O)c4ccccc4C(F)(F)F)cnc32)cc1,-2
CC(NC(=O)NCCC1=CCCCC1)c1nnnn1-c1ccccc1 (centres undefined),-2
COc1ncc(-c2ccc(C(C)N3CCOCC3)cc2)c(OC)n1 (centres undefined),-19
O=C1C2C3CCC(C3)C2C(=O)N1O (centres undefined),-11
c1ccc2sc(NN=C3CCCCCC3)nc2c1,18
Cc1nn(-c2ccc(S(N)(=O)=O)cn2)c2c1CCCC2,1
COc1ccc(CNC2CN(C(=O)OC(C)(C)C)C2)c(OC)c1OC,-11
COc1ccc(CN2C(=O)C(=O)c3cc(OC(F)(F)F)ccc32)cc1,-8
CCc1c(C)nc2nncn2c1NCc1ccco1,-6
CC1=NN(C(=O)c2ccccc2[N+](=O)[O-])C(O)(C(F)(F)F)C1 (centres undefined),-51
COCCNC(=O)Cn1c(CO)cnc1SCc1cccc2ccccc12,-7
Cc1cc(C(=O)N2CCCC(Nc3ccccc3)C2)c2ccc(F)cc2n1 (centres undefined),-1
Cc1onc(-c2ccccc2)c1C(=O)Nc1sc2c(c1C(N)=O)CCCCC2,3
Cc1nn(CC(=O)N2CCNCC2C(=O)NCc2ccccn2)c(C)c1C (centres undefined),-22
Cc1cc[n+](C(C)C(=O)c2ccc(-c3ccccc3)cc2)cc1 (centres undefined),-5
COc1ccc(C(=O)NC(NC(=O)c2ccc(OC)cc2)c2ccc(OC)c(OC)c2)cc1,-11
Cc1onc(-c2ccccc2Cl)c1C(=O)N(C)C1CCCCC1,-1
O=C1CC(NC2CCSCC2)CN1Cc1ccccc1C(F)(F)F (centres undefined),1
CCOc1ccc(-n2nnc3c(=O)n(Cc4ccc(C(F)(F)F)cc4)cnc32)cc1,5
COc1ccc(CCN(C)C(=O)/C=C/c2ccc(C)cc2)cc1OC,12
# (cont.)
SMILES,mcGAS RapidFire
CCOC(=O)C1(NC(=O)CCOC(C)C)Cc2ccccc2C1,-2
CN(Cc1ccccc1)C(=O)CCC1CCN(C(=O)CC2=CCCCC2)CC1,-2
CC(NC(=O)c1ccc(N2CCCCC2=O)cc1)C1CC2CCC1C2 (centres undefined),3
CCCN(CC1CC1)C(=O)CSc1nc2cc(Cl)ccc2c(=O)n1CC1CCCO1 (centres undefined),-6
Cc1cccc(NCC2CCCN2C(=O)CCNC(=O)C(C)(C)C)n1 (centres undefined),-10
O=C(Cc1ccccc1Cl)NCCCn1nc(-c2ccc(F)cc2)ccc1=O,8
CCOC(=O)Nc1cccc(NCC(=O)Nc2cc(F)ccc2F)c1C,-6
O=C(NCCc1ccco1)c1ccc2c(c1)OCO2,-3
CC(C)N(Cc1nccn1C)C(=O)CC(c1ccccc1)c1ccccc1F (centres undefined),-8
CCC(NC(=O)Nc1ccc(F)cc1)c1nnc2n1CCCCC2 (centres undefined),-18
CC(C)Cn1c(SCC(=O)Nc2ccc3c(c2)CCC3)nc(O)cc1=O,5
CC(C)(C)c1nnc(Nc2ccccc2)[nH]c1=O,-4
COc1cccc([C@@H]2CCN(C3CCN(C(=O)c4ccncc4)CC3)C[C@H]2O)c1,-12
O=C(CSc1ccc(NC(=O)c2ccccc2F)nn1)NCC1CCCO1 (centres undefined),0
O=C(COc1ccc(F)cc1Cl)NC(=O)c1ccccc1,-1
NC(=O)c1ccccc1OCc1nnc(-c2cccs2)o1,2
CCCCNC(=O)CSCc1cccc(C(=O)O)c1,-8
CCC(C)(N)c1nc(N)cc(=O)[nH]1 (centres undefined),-4
CCc1cc(CN(C)C2CCN(C(=O)c3ccccn3)CC2)on1,-27
S=c1[nH]ccn1-c1ccc(Cl)cc1,-7
O=C(CCc1nc(-c2ccc(F)cc2)no1)NCc1ccco1,3
Cc1nnc(NC(=O)CSc2nnc(-c3ccc(=O)n(C)c3)n2C)s1,-4
N#CCCN(CCc1ccccn1)C(=O)CN1C(=O)C2CCCCN2C(=O)c2ccccc21 (centres undefined),0
c1ccc(CC2CN(Cc3cccn3-c3ccccn3)CCO2)cc1 (centres undefined),-8
O=S(=O)(c1ccc(SCc2cccc(F)c2)nc1)N1CCCC1,-7
COc1ccc(CNC2(CN3CCOCC3)CCCCC2)cc1OC,-15
CC(=O)N1CCCN(C(=O)c2ccc3nc(Cc4ccccc4F)oc3c2)CC1,-6
CC(=O)Cn1c(=O)c2c(nc3n(C(C)c4ccccc4)c(C)c(C)n23)n(C)c1=O (centres undefined),-6
CCOCC(O)CN(C)CC(C)c1ccccc1 (centres undefined),-6
CCOC(=O)C1C(C)=NC(=O)NC1/C=C/c1ccccc1 (centres undefined),-8
COC(C)C(=O)Nc1cccc(NC(C)c2ccc(F)cc2F)c1 (centres undefined),3
CCOC(=O)c1ccc(Cn2cc3ncccc3c2O)o1,-8
CC(C)c1ccc(/C=C/C(=O)N2CCC(NS(C)(=O)=O)CC2)cc1,-4
CNc1snc(C)c1C(=O)OCc1cc(C(=O)OC)c(C)o1,-2
[O-][n+]1ccccc1SCc1nnc(-c2ccccc2Br)o1,-13
CC(c1cccs1)S(=O)Cc1ccc(C#N)cc1 (centres undefined),-4
O=c1ccc(-c2cccc(Br)c2)nn1Cc1ccc(F)cc1,-14
O=C(Cn1cnc2c(nnn2Cc2ccc(Cl)cc2)c1=O)N1CCN(c2ccccc2)CC1,6
O=C(CSc1c(-c2ccccc2)[nH]c2ccccc12)N1CCOCC1,-3
Cc1ccccc1CN1CCCN(C(=O)NCCC(=O)N2CCc3sccc3C2)CC1,2
Cc1cc([N+](=O)[O-])cc(S(=O)(=O)NNC(=O)c2ccc3c(c2)OCCO3)c1C,-12
CNc1cc(-c2ccc(F)c(F)c2F)ncn1,-6
CCn1c(P(=O)(O)c2ccccc2)nc2ccccc21,-1
COCCNC(=O)C1CCCN(C2CCN(Cc3noc(C)n3)CC2)C1 (centres undefined),-9
CC(=O)Nc1ccc(NC(=O)c2ccc(-c3ccc([N+](=O)[O-])cc3Cl)o2)cc1,-1
CCC(C)c1ccc(S(=O)(=O)N2CCN(CC(=O)N3CCCC3)CC2)cc1 (centres undefined),-13
Cc1cccc(NCC(=O)N2CCN(c3ccc(F)cc3)CC2)c1C,-8
COc1ccc2cc(CN(C)[C@H]3COC[C@@H]3O)c(=O)[nH]c2c1,5
CC(=O)N1CCCCC1C1=CCCN(C/C=C/c2ccccc2)C1 (centres undefined),-11
Cc1cc(C)n2nc(SCc3cc(Cl)c4c(c3)OCCO4)nc2n1,-4
CCCCN=C(N)N=C(N)N,4
COc1ccc2[nH]c(=O)c(C3CC(=O)Nc4c3c(C(C)C)nn4C)cc2c1 (centres undefined),2
O=S(=O)(Nc1cccc(S(=O)(=O)N2CCCC2)c1)c1ccc2ccccc2c1,-14
O=C(Nc1ccccc1OC(F)(F)F)C1CCN(c2ccc(Cl)nn2)CC1,1
O=C(CN1C(=O)C(=O)N(C23CC4CC(CC(C4)C2)C3)C1=O)N1CCOCC1,-4
CCC(Nc1nc(CCN)nc2ccccc12)c1cc(C)ccn1 (centres undefined),6
CCOC(=O)N1CCN(Cc2nc3c(c(=O)[nH]c(=O)n3C)n2CCC(C)C)CC1,-1
COCCNC(=O)N1CC(C)CCCC1C (centres undefined),-7
CC(=O)C1=C(c2ccc(C)c(C)c2)N(C(C)=O)n2c(C)nnc2S1,-2
Cc1ccc(CNC(=O)CCc2nc3ccccc3s2)n1C,2

# Exported as labelled records: 4 of the compounds above.
Cc1cccc(NCC(=O)N2CCN(c3ccc(F)cc3)CC2)c1C
  mcGAS RapidFire: -8

COc1ccc2cc(CN(C)[C@H]3COC[C@@H]3O)c(=O)[nH]c2c1
  mcGAS RapidFire: 5

CC(=O)N1CCCCC1C1=CCCN(C/C=C/c2ccccc2)C1 (centres undefined)
  mcGAS RapidFire: -11

Cc1cc(C)n2nc(SCc3cc(Cl)c4c(c3)OCCO4)nc2n1
  mcGAS RapidFire: -4

# The list continues:
SMILES,mcGAS RapidFire
CCc1n[nH]c(=S)n1N=C(C)c1cc2ccccc2o1,0
CN(C)c1nc(N(C)C)nc(N(C#N)CCOc2ccccc2)n1,-7
O=C(Nc1cccc2ccccc12)c1cccc(N2C(=O)CCC2=O)c1,0
CCc1cn[nH]c1C1CCN(C(=O)c2cc3sccc3[nH]2)CC1,-6
CC(C#N)(NC(=O)Cc1ccc(-c2ccccc2)cc1)C1CC1 (centres undefined),-2
NC(=O)Cc1ccc(C(=O)CSc2nnc(-c3cccs3)n2C2CC2)s1,7
Cc1cccc(Cn2c(N3CCN(CCCc4ccccc4)CC3)nc3c2c(=O)[nH]c(=O)n3C)c1,-4
CC(Sc1nnc(C(C)(C)C)o1)C(=O)C12CC3CC(CC(C3)C1)C2 (centres undefined),0
O=C(NCc1ccco1)C(C1CCCC1)N1CCN(C(=O)c2ccc(Cl)cc2)CC1 (centres undefined),-7
O=C(Nc1cccc(Cl)c1Cl)c1ccc(=O)n(Cc2ccccc2)c1,-7
COc1cc(C(=O)NC(=S)Nc2cc(C)on2)cc(OC)c1OC,-6
CN(Cc1nc2ccccc2n1Cc1ccccc1)C(=O)c1ccco1,-7

# Part of the list above in a different format:
mcGAS RapidFire	compound
-6	CCc1cn[nH]c1C1CCN(C(=O)c2cc3sccc3[nH]2)CC1
-6	COc1cc(C(=O)NC(=S)Nc2cc(C)on2)cc(OC)c1OC
-7	CN(C)c1nc(N(C)C)nc(N(C#N)CCOc2ccccc2)n1
-4	Cc1cccc(Cn2c(N3CCN(CCCc4ccccc4)CC3)nc3c2c(=O)[nH]c(=O)n3C)c1
0	CC(Sc1nnc(C(C)(C)C)o1)C(=O)C12CC3CC(CC(C3)C1)C2 (centres undefined)
